# STAT1 activator – STAT1 signaling activators, primary screen, cell-based, HTS, luciferase reporter | NIH 3T3 STAT1-luciferase reporter, IFN-gamma, luminescence; 100% = IFN-gamma alone, no compound | activation (% of control), % at 5.5 µM | actives 2.6% (n = 200,000) | AID 932, 2007;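 active = activation above the screen-wide mean activation plus 3 SD, cut at about 130% in these data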;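 also: raw ratio to IFN-gamma control signal so 100% means no change and 0% no light; values of inactives mirror those of a sister screen read the other way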
# APP transl inh – inhibitors of APP translation via 5'UTR reporter, primary screen, APP 5'UTR luciferase, SH-SY5Y cells | SH-SY5Y APP 5'UTR-luciferase reporter, luminescence | inhibition, % at 2 µM | actives 0.82% (n = 190,000) | AID 1285, 2008;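 active = inhibition above a set limit, derived from the sample mean plus 3 SD, cut at about 45% in these data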; also: values of inactives mirror those of a sister screen read the other way
# G6PDH CS – L. mesenteroides G6PDH inhibitors, counter-screen for G6PDH-coupled screening assays, biochemical, Leuconostoc mesenteroides enzyme. inhibition, % at 5 µM. actives 0.12% (n = 200,000). Purified L. mesenteroides G6PDH, diaphorase/resazurin coupled fluorescence, 45 min. glucose-6-phosphate dehydrogenase [Leuconostoc mesenteroides]. AID 1020, 2008; in the data active = inhibition above about 50%
# Diaph inh CS – diaphorase inhibitors and chemical oxidizers, primary screen, counter-screen for diaphorase-coupled primary assays, biochemical, uHTS, resorufin fluorescence; actives 0.69% (n = 190,000); diaphorase resazurin-to-resorufin fluorescence, NADH, 16 min; bacterial (C. kluyveri) enzyme, not human; inhibition, % at 20 µM; AID 1217, 2008;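 active = primary screen inhibition at 20 µM above a set limit, cut at about 50% in these data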;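 also: plate controls were DMSO with full reaction for no effect and wells lacking NADH for full effect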
#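 System: Diaphorase enzyme from Clostridium kluyveri | Amount: Enzyme working solution with 0.14 U/mL diaphorase | Benchmarks: No-NADH positive control and DMSO neutral control | Signal: Fluorescence of resorufin formed from resazurin, Ex 544/Em 590 nm | Schedule: 16-min room-temperature incubation before reading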
# Hsp70 activator – Hsp70 transcriptional activators, primary screen, cell-based, HeLa, Hsp70 promoter luciferase, luminescence, 10 µM; AID 1203, 2008; actives 0.04% (n = 200,000); activation, % at 10 µM; HeLa Hsp70 promoter luciferase reporter; scaled: vehicle 0, proteasome-inhibitor control 100%;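 active = activation above the mean across all tested compounds plus 3 SD, cutoff set per campaign, cut at about 5.5% in these data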;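 also: 100% = MG132 at 30 µM as the positive control and 0% = DMSO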
# TLR4-MyD88 BLA – inhibitors of TLR4-MyD88 association in cells, primary screen, cell-based, HeLa CL3-4, BLA complementation, FRET ratio; Toll-like receptor 4 (Homo sapiens) + Myeloid differentiation primary response protein …; AID 861, 2007; HeLa CL3-4 TLR4/MyD88 BLA complementation; inhibition, % at 8.4 µM; actives 0.18% (n = 200,000); in the data active = inhibition above about 25%;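 also: 0% = vehicle and 100% = reference inhibitor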
# Target sequence (O00206 whole entry, looked up): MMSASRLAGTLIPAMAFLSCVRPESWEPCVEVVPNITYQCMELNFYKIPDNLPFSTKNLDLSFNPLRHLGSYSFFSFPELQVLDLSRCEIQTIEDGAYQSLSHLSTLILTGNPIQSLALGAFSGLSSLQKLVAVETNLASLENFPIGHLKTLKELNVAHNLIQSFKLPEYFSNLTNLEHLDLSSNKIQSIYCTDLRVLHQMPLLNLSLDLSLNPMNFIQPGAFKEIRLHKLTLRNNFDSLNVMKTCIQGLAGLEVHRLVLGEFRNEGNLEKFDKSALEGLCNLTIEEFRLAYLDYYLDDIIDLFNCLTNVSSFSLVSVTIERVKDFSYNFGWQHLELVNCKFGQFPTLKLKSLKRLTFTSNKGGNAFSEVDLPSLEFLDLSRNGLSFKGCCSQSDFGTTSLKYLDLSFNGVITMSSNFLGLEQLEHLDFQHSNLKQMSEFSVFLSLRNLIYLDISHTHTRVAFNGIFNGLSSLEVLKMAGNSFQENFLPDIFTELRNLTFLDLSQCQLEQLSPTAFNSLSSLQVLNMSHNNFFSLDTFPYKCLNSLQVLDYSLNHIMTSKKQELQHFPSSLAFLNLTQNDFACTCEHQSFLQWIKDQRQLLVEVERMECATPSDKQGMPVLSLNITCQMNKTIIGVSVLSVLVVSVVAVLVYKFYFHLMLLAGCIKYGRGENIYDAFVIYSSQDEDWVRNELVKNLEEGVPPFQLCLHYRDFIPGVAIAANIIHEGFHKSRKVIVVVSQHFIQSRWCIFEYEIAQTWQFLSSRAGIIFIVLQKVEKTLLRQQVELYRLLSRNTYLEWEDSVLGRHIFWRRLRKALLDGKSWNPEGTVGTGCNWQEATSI
# Target sequence (Q99836 whole entry, looked up): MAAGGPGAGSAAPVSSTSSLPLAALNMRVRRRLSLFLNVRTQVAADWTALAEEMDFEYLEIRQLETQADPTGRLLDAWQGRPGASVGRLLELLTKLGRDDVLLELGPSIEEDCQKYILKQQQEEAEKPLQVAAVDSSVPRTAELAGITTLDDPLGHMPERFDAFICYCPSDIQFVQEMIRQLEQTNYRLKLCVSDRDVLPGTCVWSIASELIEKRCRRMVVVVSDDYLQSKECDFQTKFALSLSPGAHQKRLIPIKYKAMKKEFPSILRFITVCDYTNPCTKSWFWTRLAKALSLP
# STAT3 inh – IL-6 driven STAT3 reporter inhibitors, primary screen, U3A cells, luciferase, luminescence, MLSCN library; IL-6 STAT3-luciferase reporter; host cell line lacks STAT1; inhibition, % at 5.5 µM; AID 862, 2007; actives 0.89% (n = 190,000);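 active = inhibition above the mean inhibition across all screened compounds plus 3 SD, cut at about 44% in these data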;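 also: 0% = DMSO only wells and 100% = 100 µM nifuroxazide control wells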
# STAT3 activator – IL-6 driven STAT3 reporter potentiators, primary screen, U3A cells, luciferase, luminescence, MLSCN library. activation (% of control), % at 5.6 µM. actives 0.91% (n = 190,000). AID 871, 2007. IL-6 STAT3-luciferase reporter; 100% = signal with IL-6 EC80 alone;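 active = activation above the screen-wide mean of compound activation plus 3 SD, cut at about 130% in these data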;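 also: 0% = background luminescence of wells with medium and substrate only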
#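 Test system: Human STAT1-deficient U3A cells with stable STAT3-luciferase reporter | Also added: Interleukin-6, 33 ng/mL | Timing: Compound pre-incubation 1 h before IL-6, then 6 h stimulation at 37 °C | Technique: Luciferase reporter luminescence | Read-out: Percent of IL-6-only median luminescence | Benchmarks: IL-6-only wells as 100% reference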
# Diaph act CS – compounds boosting diaphorase resazurin reduction – biochemical, uHTS, resorufin fluorescence, counter-screen for diaphorase-coupled primary assays, primary screen | Diaphorase/resazurin coupled assay, 16 min; active compounds read high; 1 = vehicle wells, 0 = NADH-free wells | activation factor at 20 µM | actives 0.005% (n = 190,000) | AID 1229, 2008;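 active = diaphorase activity raised at least twofold by the compound at 20 µM; inactive = activation factor below 2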
#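 Assay system: Purified diaphorase enzyme from Clostridium kluyveri | Amount: Enzyme 0.07 U/mL final | Dosing: Compound 20 µM once, DMSO 1% | Timing: 16 min reaction at room temperature | Detection: Fluorescence, excitation 544 nm and emission 590 nm | Evaluation: Higher resorufin formation from activation or reduction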
# STAT1 inh – STAT1 signaling inhibitors, primary screen, cell-based, HTS, luciferase reporter. actives 0.35% (n = 200,000). inhibition, % at 5.5 µM. NIH 3T3 STAT1-luciferase reporter, IFN-gamma, luminescence;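 active = inhibition above a set limit, the mean inhibition across all tested compounds plus 3 SD, cut at about 34% in these data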;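 also: 0% = IFN-gamma with DMSO and 100% = IFN-gamma with 300 µM nifuroxazide; values of inactives mirror those of a sister screen read the other way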
# The depositor's hits bear a star; · = no result given.
# Screens in order – STAT1 activator	APP transl inh	G6PDH CS	Diaph inh CS	Hsp70 activator	TLR4-MyD88 BLA	STAT3 inh	STAT3 activator	Diaph act CS	STAT1 inh
- CCCn1c(SCC(=O)Nc2nnc(CC)s2)nnc1-c1ccncc1
    101.7	-2.5	10.3	-6.8	-0.3	-8.7	4.6	99.8	1.1	-3.5
- CC(C)C(C(=O)Nc1ccc(S(N)(=O)=O)cc1)N1C(=O)c2ccccc2C1=O (configuration not stated)
    95.8	4.5	1.1	-5.5	0.3	1.1	13.6	92.5	1.1	1.4
- CCOc1cc(C)c(S(=O)(=O)N2CCCC2)cc1C
    103.0	-0.4	-3.5	20.4	-0.2	-1.6	-2.6	104.5	0.8	-3.3
- CCCn1c(N)c(C(=O)CSc2nc3ccccc3c(=O)n2-c2ccc(OC)cc2)c(=O)[nH]c1=O
    102.6	-3.9	-8.5	0.8	0.1	2.2	3.1	104.0	1	-3.1
- O=S1(=O)N=C(N/N=C/c2ccc(Br)o2)c2ccccc21
    104.6	-14.5	-2.3	15.0	-0.1	3.2	-3.7	106.5	0.8	-5.3
- CNC(=S)NCCc1ccc(OC)cc1
    102.1	5.7	6.1	15.5	-0.3	-1.7	5.3	97.2	0.8	-4.9
- CCOC(=O)CNc1c(-c2ccc(Cl)cc2)nc2cnccn12
    101.8	-12.7	1.4	3.0	0.0	6.1	2.7	101.4	1	-3.7
- O=C(NCc1ccncc1)Nc1cccc([N+](=O)[O-])c1
    97.4	-24.9	9.6	27.8	-0.2	-16.3	17.4	89.3	0.7	0.7
- O=C(CCn1cccc1)NC1CCCc2ccccc21 (configuration not stated)
    101.8	-4.8	1.2	15.4	-0.2	1.2	0.2	100.5	0.8	-1.9
- Cc1nnc(NC(=O)CSc2nc3[nH]ncc3c(=O)[nH]2)s1
    100.5	9.6	4.2	3.7	-0.1	-1.5	-0.5	108.0	1	-0.3
- CCOC(=O)c1noc(C)c1C(=O)Nc1cccc(F)c1
    94.9	13.5	-3.1	9.0	-0.2	-5.4	11.9	94.9	0.9	5.7
- COC(=O)CSc1n[nH]c(-c2ccncc2)n1
    100.4	1.8	12.9	14.0	-0.3	-0.7	-8.2	110.5	0.9	-0.4
- CCOC(=O)c1sc(/N=C/c2c(C)[nH]n(-c3ccccc3)c2=O)c(C#N)c1C
    100.4	·	-0.4	4.1	0.9	-9.5	-29.8	122.9	1	-0.5
- O=C(CCc1ccccc1)N/N=C/c1cc(Br)ccc1O
    102.0	8.1	3.4	-5.9	-0.3	10.9	16.9	84.9	1.1	-2.2
- CCCCN1CN=C(Nc2nc3ccccc3o2)NC1
    124.5	-18.6	3.2	15.6	0.3	3.4	-3.6	105.7	0.8	-27.2
- O=C1c2ccccc2-c2nc3ccccc3n21
    103.3	-5.3	·	·	-0.2	-11.0	-5.3	105.6	·	-7.9
- CCOc1ccccc1N1CC(C(=O)N2CCc3ccccc3C2)CC1=O (configuration not stated)
    91.4	-4.0	-0.9	21.6	0.9	-8.1	-5.8	105.0	0.8	9.3
- Cc1c(CN2CCC(CO)(CCOc3ccccc3)CC2)c(=O)n(-c2ccccc2)n1C
    92.2	5.8	15.2	14.2	0.1	0.8	1.5	103.3	0.9	7.1
- Cc1ccc(NC(=S)N2CCCC2)cc1
    116.8	-64.8	5.6	-0.7	-0.1	-17.0	3.7	104.6	1	-20.6
- CCOC(=O)CSc1ccc2nnc(CCNS(=O)(=O)c3ccccc3)n2n1
    103.8	-19.7	-0.1	17.0	0.0	0.2	9.0	97.4	0.8	-3.7
- O=C(Nc1nnc(-c2cccs2)s1)c1cccc(F)c1
    134.5*	-93.0	6.7	4.9	0.3	-0.8	-5.3	106.0	1	-39.0
- C=CCN1C(=O)/C(=C2/Sc3ccccc3N2CCCS(=O)(=O)O)SC1=S
    99.8	-9.4	11.3	36.9	-0.1	3.5	-7.2	108.1	0.6	0.2
- N#CCCN(C(=O)CO/N=C/c1cccc([N+](=O)[O-])c1)c1ccccc1
    100.4	-3.4	3.9	2.0	-0.3	10.2	4.0	98.6	1	-2.1
- CC(C)COC(=O)Nc1ccccc1C(=O)N1CCOCC1
    100.1	13.0	5.5	9.8	0.2	-6.9	7.4	97.9	0.9	-0.1
- COC(=O)Nc1ccc(S(=O)(=O)N2CCCCCC2)cc1
    102.4	-7.4	-2.8	-0.4	0.1	5.6	6.9	97.3	1	-2.6
- COc1ccc(NC(=O)NCCN2CCc3ccccc3C2)cc1
    94.3	-1.3	-0.4	10.4	-0.1	-11.4	2.3	99.2	0.9	-2.5
- COc1ccc(NC(=O)COC(=O)/C=C/C(=O)OCC(=O)Nc2ccc(OC)c(Cl)c2)cc1Cl
    102.0	17.0	14.1	-7.4	-0.4	-0.8	0.1	103.4	1.1	-2.3
- O=C(Nc1ccc2c(c1)OCO2)c1cncc(Br)c1
    119.6	-52.5	6.2	1.7	0.2	2.4	10.8	92.4	1	-21.4
- COc1ccccc1C1CC(c2ccc(C)cc2)Nc2ncnn21 (configuration not stated)
    94.7	-2.2	-5.8	18.4	-0.2	-2.9	4.4	100.4	0.8	5.7
- CCOc1ccc(Cl)cc1S(=O)(=O)N1CCCC1
    105.1	-3.0	5.7	-5.7	-0.3	2.2	1.4	98.9	1.1	-1.4
- CN1CCCN(C(=O)/C=C/c2ccc(Cl)cc2Cl)CC1
    100.3	-23.4	3.0	-12.4	-0.2	1.4	-3.3	108.9	1.1	-1.7
- CCc1ccccc1NC(=S)N1CCN(c2ccccn2)CC1
    89.4	-7.1	3.5	5.6	-0.4	-17.4	8.9	91.0	0.9	11.9
- O=C(CN1CCCN(S(=O)(=O)c2ccc(F)cc2)CC1)Nc1ccccc1Br
    97.8	-9.6	5.1	28.8	0.1	7.1	4.5	98.6	0.7	2.4
- Cc1nc(N2CCOCC2)nc2c1CCC2
    95.2	-4.1	5.2	-8.5	-0.1	14.1	2.0	101.6	1.1	4.8
- COc1ccc(OCc2nn3c(-c4ccccn4)nnc3s2)cc1
    106.6	4.3	3.9	10.7	0.1	4.5	17.8	87.8	0.9	-7.1
- CS(=O)(=O)N1CCN(c2cccc(Cl)n2)CC1
    92.0	-2.7	0.5	9.3	0.1	-6.4	4.0	97.6	0.9	3.8
- COc1ccccc1N1CCN(C(=O)c2ccc(NC(C)=O)cc2)CC1
    98.0	-3.0	3.7	10.2	-0.3	9.5	-6.2	107.0	0.9	2.1
- C/C=C/Cn1cccc(C(=O)Nc2ccc(OC)cc2)c1=O
    106.8	-16.3	1.8	9.2	-0.1	-5.4	15.9	93.2	0.9	-7.0
- CC(C)(C)c1ccc(C(=O)NNC(=S)NCC2CCCO2)cc1 (configuration not stated)
    104.6	8.3	8.6	6.8	-0.2	-14.3	2.1	100.5	0.9	-5.3
- O=C(Cn1ncc2ccccc21)N1CCc2ccccc21
    98.4	-12.1	-18.4	19.1	-0.2	0.5	-3.6	103.1	0.8	2.6
- Cc1cc(C(=O)N2CCCC(C(=O)c3cc(F)ccc3F)C2)c(C)o1 (configuration not stated)
    100.2	0.4	6.7	7.4	0.2	-7.4	8.3	97.1	0.9	-2.0
- Cc1ccc(CNC(=O)CCNS(=O)(=O)c2ccc(Br)s2)cc1
    101.3	-6.5	7.4	15.6	0.1	5.2	-0.1	101.2	0.8	-2.5
- Cc1ccc(C(=O)N2CCN(C(=O)c3ccc(C)cc3)C2)cc1
    98.2	5.6	10.3	0.4	-0.3	23.6	9.6	95.8	1	-1.3
- Cc1nnc(SCC(=O)NCc2ccccc2)n1-c1ccccc1
    97.3	-4.4	7.4	11.3	2.8	-11.0	-0.9	102.0	0.9	2.9
- C/C(=N\NC(=O)c1ccc(CSc2nc(C)cc(C)n2)cc1)c1ccco1
    91.9	-30.8	0.0	17.3	0.0	-3.0	14.1	95.3	0.8	8.9
- CCOc1ccc(NC(=NCc2ccc3c(c2)OCO3)SC2CC(=O)N(c3ccc(OCC)cc3)C2=O)cc1 (configuration not stated)
    88.6	9.8	7.5	6.7	-0.3	14.7	1.9	101.6	0.9	8.3
- CCN(CC)CCN(C(=O)CN1C(=O)CCC1=O)c1nc2cc3c(cc2s1)OCO3
    106.3	5.8	7.2	0.9	-0.1	-2.1	18.3	93.4	1	-7.6
- COc1ccc(N2CCN(C(c3nnnn3CCc3ccccc3)C(C)C)CC2)cc1 (configuration not stated)
    99.7	-0.3	4.1	29.1	-0.3	-14.6	0.5	101.8	0.7	0.3
- Cc1ccc(S(=O)(=O)N(CC(=O)NCc2cccnc2)C2CCCCC2)cc1
    94.0	-20.2	13.5	15.4	0.0	12.1	5.2	100.8	0.8	6.9
- OCCCNC(=S)NC1CCCC1
    94.9	5.0	8.7	-2.9	0.3	13.7	4.9	102.0	1	4.7
- CCOC(=O)N1CCC(NC(=O)c2ccc3c(c2)ncn3C2CCCC2)CC1
    103.0	12.3	8.1	8.2	-0.4	-15.4	11.0	97.1	0.9	-3.3
- COc1ccc(/C(O)=C2/C(=O)C(=O)N(CCN(C)C)C2c2ccccc2)cc1Cl (configuration not stated)
    103.8	-10.7	4.6	4.5	-0.1	6.6	1.2	104.5	1	-4.1
- CC(=O)N/C(=C/c1ccc2c(c1)OCO2)C(=O)O
    97.5	3.1	14.5	5.9	-0.5	15.2	2.8	100.5	0.9	0.7
- COc1ccccc1C(O)Cc1nc2ccccc2n1C (configuration not stated)
    114.8	-35.6	2.3	6.4	0.2	-9.4	19.8	87.6	0.9	-16.0
- O=C(Nc1ccccc1)N1CC=C(c2ccc(F)cc2)CC1
    142.4*	-94.2	14.4	16.5	-0.2	14.8	17.4	88.4	0.8	-49.6

# Assay outcomes: PubChem BioAssay, several laboratories
